DNMT1 inh – blocks human DNA methyltransferase DNMT1 | 360,000 compounds, 0.83% hits | DNMT1 molecular beacon, Hinp1I cleavage, fluorescence | inhibition (reported as % activation of signal), % at 10 µM | P26358 | AID 588458; in the data active means inhibition above about 50%
Neddyl block – blocks human cullin neddylation | 360,000 compounds, 0.58% hits | P61081+Q13564 | TR-FRET cullin neddylation, biochemical | calls only at 25 µM; in the data active means inhibition above about 36%
NadD block – NadD (S. aureus) enzyme inhibition. purified NadD enzyme, colorimetric absorbance read-out. inhibition, % at 20 µM. 360,000 compounds, 0.78% hits; in the data active means inhibition above about 26%; further: some compounds past the cut are filed as inactive
Scp1 inh – Scp-1 (human) phosphatase inhibition; Recombinant Scp1, phosphopeptide, malachite green phosphate absorbance; inhibition, % at 20 µM; 340,000 compounds, 0.88% hits; AID 493091;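 active means inhibition above about 50% at 20 µM, limit read from the data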;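 further: plate controls were DMSO wells with enzyme for no effect and wells lacking enzyme for full effect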
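Test system: SCP-1 phosphatase catalytic domain, residues 76-261 | Compound dosing: One concentration, 20 µM, with 1.0% DMSO | Schedule: 45 min room-temperature reaction, 5 min colour, 30 min stabiliser | Detection: Absorbance at 630 nm | Read-out basis: % inhibition of SCP-1 phosphate liberation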
STEP inh – inhibitors of human striatal-enriched phosphatase STEP | P54829 | recombinant STEP, OMFP fluorogenic substrate, fluorescence | inhibition, % at 20 µM | 360,000 compounds, 0.25% hits | AID 588621;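 active means inhibition at 20 µM, scaled per plate between control wells, above about 37%, limit read from the data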;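 further: 0% = DMSO with enzyme and substrate and 100% = substrate only without enzyme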
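material = STEP tyrosine phosphatase | reagent = fluorogenic phosphatase substrate OMFP at 25 µM final | doses = single compound dose of 20 µM, 1% DMSO final | schedule = 20 min reaction, room temperature, in the dark | measured by = fluorescence, 480/540 nm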
SUMO1 PPI mod – SUMO1-SIM interaction modulation; AID 602429; SUMO1 binding to a labelled peptide, TR-FRET, 1 h; 360,000 compounds, 0.33% hits; inhibition, % at 20 µM; in the data active means inhibition above about 37%
Target sequence (P63165 whole entry, looked up): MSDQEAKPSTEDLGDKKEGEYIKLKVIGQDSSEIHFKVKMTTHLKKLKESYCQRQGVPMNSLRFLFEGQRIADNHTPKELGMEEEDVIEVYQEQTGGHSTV
LMPTP inh – blocks human LMPTP phosphatase | P24666 | recombinant LMPTP-A, OMFP fluorogenic substrate, fluorescence intensity | inhibition, % at 20 µM | 360,000 compounds, 0.22% hits | AID 651560;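 active means compounds that cut the enzyme signal by at least half of the control window in the single-dose screen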;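 further: plate controls were DMSO wells with enzyme plus substrate for no effect and substrate without enzyme for full effect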
Target sequence (P24666 whole entry, looked up): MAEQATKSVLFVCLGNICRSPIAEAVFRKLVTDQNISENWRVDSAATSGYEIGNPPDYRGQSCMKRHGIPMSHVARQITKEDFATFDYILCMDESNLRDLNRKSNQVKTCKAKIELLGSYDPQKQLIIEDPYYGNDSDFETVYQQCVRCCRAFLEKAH
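Assay system: LMPTP-A, protein tyrosine phosphatase of low molecular weight / Medium: pH 6.0 Bis-Tris buffer with DTT and Triton X-100 / Schedule: 50 min enzyme reaction at room temperature, protected from light / Measured by: endpoint fluorescence intensity from OMFP dephosphorylation / Read-out basis: % inhibition relative to no-enzyme and uninhibited control wells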
Rin1 Abl inh – inhibitors of human Rin1-Abl protein interaction. TR-FRET Rin1/Abl binding, biochemical. 360,000 compounds, 0.4% hits. inhibition, % at 7.35 µM; in the data active means inhibition above about 5%, passing the limit was not always enough
Rpn11 block – inhibitors of human proteasome Rpn11. calls only at 20 µM. 360,000 compounds, 0.59% hits. human 26S proteasome, Ub4-pepOG fluorescence polarization; 20S core pre-blocked with epoxomicin. O00487;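 active means inhibition at 20 µM, scaled to each plate's controls, above about 33%, limit read from the data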
Target sequence (O00487 whole entry, looked up): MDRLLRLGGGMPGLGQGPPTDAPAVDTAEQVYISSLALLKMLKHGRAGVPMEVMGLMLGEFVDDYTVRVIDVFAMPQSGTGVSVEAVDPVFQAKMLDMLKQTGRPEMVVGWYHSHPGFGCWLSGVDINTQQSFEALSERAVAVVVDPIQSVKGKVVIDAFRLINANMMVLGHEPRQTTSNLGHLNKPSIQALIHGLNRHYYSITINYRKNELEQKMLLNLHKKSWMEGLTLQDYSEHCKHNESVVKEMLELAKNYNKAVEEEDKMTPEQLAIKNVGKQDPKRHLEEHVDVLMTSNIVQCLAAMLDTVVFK
CSN inh – blocks human CSN-mediated cullin deneddylation; inhibition, % at 12.5 µM; Purified CSN, SCF-Nedd8-OG deneddylation, fluorescence polarization; AID 651999; Q92905; 360,000 compounds, 0.38% hits;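 active means pattern-corrected inhibition above about 35%, with an unprinted fluorescence ratio check between 0.5 and 1.5, limit read from the data, passing the limit was not always enough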;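 further: 0% = enzyme with substrate and 100% = substrate without enzyme; some results filed as inactive read as strong as hits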
Target sequence (Q92905 whole entry, looked up, one chain of several): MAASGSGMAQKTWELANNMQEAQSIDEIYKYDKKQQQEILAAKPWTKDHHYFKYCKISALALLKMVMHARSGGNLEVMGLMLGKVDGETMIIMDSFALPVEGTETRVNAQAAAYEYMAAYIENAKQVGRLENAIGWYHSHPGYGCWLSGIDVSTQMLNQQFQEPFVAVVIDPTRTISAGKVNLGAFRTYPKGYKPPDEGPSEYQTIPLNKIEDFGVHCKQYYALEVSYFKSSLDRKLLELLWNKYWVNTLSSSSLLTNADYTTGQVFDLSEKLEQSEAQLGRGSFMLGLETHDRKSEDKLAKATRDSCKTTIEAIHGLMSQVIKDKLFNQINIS
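Material: purified human Csn5 enzyme expressed in HEK293T cells / Medium: Tris buffer pH 7.5, NaCl, DTT, Tween-20, trehalose, ovalbumin / Compound dosing: 12.5 µM single point / Schedule: 90 min incubation of compound, enzyme and substrate at room temperature / Signal: fluorescence polarization of the substrate / Control set: no-enzyme wells high, enzyme-with-substrate wells low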
Active calls of the source: *; i = inactive; nt = not tested or not shown; + = active, no number. Hits appear at their usual frequency. Share with any hit: about 3.8%.

Results follow in this order: CSN inh | Rpn11 block | Scp1 inh | DNMT1 inh | NadD block | SUMO1 PPI mod | Rin1 Abl inh | Neddyl block | STEP inh | LMPTP inh
COc1ccc(NC(=O)COC(C)=O)cc1Cl
    -4 | i | -4 | -1 | -4 | 2 | 1 | i | 7 | -0.9
COc1ccc(C(CC(=O)N2CCCC2)c2ccc(F)cc2)cc1 (centres undefined)
    0 | i | -10 | -2 | -6 | -2 | -2 | i | 0 | -2.6
Cc1cccc(N2CCN(C(=O)c3ccc(NC4=NC5CS(=O)(=O)CC5S4)cc3)CC2C)c1 (centres undefined)
    -7 | i | -6 | 0 | 0 | 3 | -1 | i | 0 | -1.0
CCOc1cc(C(=O)OCc2ccc([N+](=O)[O-])cc2)ccc1OCC(=O)N1CCOCC1
    -2 | i | -4 | 4 | 1 | -22 | 1 | i | 1 | -0.5
COc1ccc(C(=O)NCC2CCCN2S(=O)(=O)c2ccccc2)cc1OC (centres undefined)
    -5 | i | nt | 2 | 4 | 0 | 0 | i | -2 | -1.3
COc1ccc(CNC(=S)NCc2ccc(Cl)cc2)cc1OC
    3 | i | -5 | 2 | 0 | 7 | -1 | i | 2 | 0.8
CC1(C(=O)NCCc2ccccc2)Cc2c(-c3ccc4c(c3)OCO4)ccnc2O1 (centres undefined)
    1 | i | nt | 0 | 2 | 5 | -1 | nt | 0 | -0.8
Cc1ccc(C(=O)/C=C/c2ccc(F)cc2)o1
    -5 | i | -8 | 9 | -1 | -5 | 0 | i | 0 | 0.7
CCOc1ccccc1N1C(=O)CN(Cc2ccc(OC)c(OC)c2)C1=S
    3 | i | -16 | -2 | -7 | 16 | 4 | i | -3 | 0.2
O=C(COc1ccccc1)NC(=S)Nc1cccc2c(O)cccc12
    30 | i | nt | -11 | -5 | -5 | -2 | i | -1 | 1.1
O=C1[C@@H](c2ccccc2)[C@@H](c2ccccc2)N1c1cccnc1
    5 | i | 8 | -2 | 6 | 4 | -3 | i | 2 | -0.4
COC(=O)[C@H](C(C)C)N(Cc1ccccc1)S(=O)(=O)CCN1CCN(c2ccccc2)CC1
    -1 | i | 9 | 2 | -4 | -4 | 0 | i | 2 | 0.8
COc1ccccc1Nc1n[nH]c(=S)s1
    -1 | i | -7 | -2 | 15 | 4 | -2 | i | 1 | -0.6
COc1ccccc1NC(=O)c1cc(C)nc2ccccc12
    0 | i | -6 | 0 | -2 | 2 | 4 | i | -4 | -1.5
COCCCNC(=O)C1CC(=O)N(C2CCCC2)C1 (centres undefined)
    -3 | i | 10 | 3 | -4 | -1 | -5 | i | -1 | -0.3
CCCCN(Cc1nc2ccccc2c(=O)[nH]1)C(=O)CN1C(=O)NC2(CCCCC2)C1=O
    -1 | i | -5 | 2 | -1 | 4 | 4 | i | 0 | -0.6
CCn1c(CNS(=O)(=O)c2ccc(Cl)cc2)n[nH]c1=S
    5 | i | -3 | 0 | -10 | 8 | 0 | i | -1 | -2.2
Cc1ccc(CONC(=O)c2ccccc2Cl)cc1
    2 | i | -6 | 0 | -8 | 2 | 2 | i | 1 | -0.1
Cc1nc2cc(-c3ccc(Cl)cc3)nn2c(C)c1CCC(=O)NC(C)c1ccc2c(c1)OCCO2 (centres undefined)
    2 | i | -3 | -14 | 3 | 1 | -2 | nt | 0 | 2.2
CCOC(=O)/C(=C\C=C\N1CCOCC1)C(C)=O
    -4 | i | -7 | -3 | 7 | -2 | -4 | i | 1 | -0.7

Of the compounds above, these have two or more sulfur atoms:
Results follow in this order: CSN inh | Rpn11 block | Scp1 inh | DNMT1 inh | NadD block | SUMO1 PPI mod | Rin1 Abl inh | Neddyl block | STEP inh | LMPTP inh
Cc1cccc(N2CCN(C(=O)c3ccc(NC4=NC5CS(=O)(=O)CC5S4)cc3)CC2C)c1 (centres undefined)
    -7 | i | -6 | 0 | 0 | 3 | -1 | i | 0 | -1.0
COc1ccccc1Nc1n[nH]c(=S)s1
    -1 | i | -7 | -2 | 15 | 4 | -2 | i | 1 | -0.6
CCn1c(CNS(=O)(=O)c2ccc(Cl)cc2)n[nH]c1=S
    5 | i | -3 | 0 | -10 | 8 | 0 | i | -1 | -2.2

Additional structures:
Results follow in this order: CSN inh | Rpn11 block | Scp1 inh | DNMT1 inh | NadD block | SUMO1 PPI mod | Rin1 Abl inh | Neddyl block | STEP inh | LMPTP inh
CC(=O)c1ccc(NC(=O)C(C)OC(=O)c2ccc3c(c2)nc(C)n3-c2ccccc2)cc1 (centres undefined)
    -10 | i | -5 | -25 | 6 | -1 | 0 | i | 2 | 0.9
COc1ccc(NC(=O)COc2ccc(S(=O)(=O)N3CCOCC3)cc2C)cc1OC
    -1 | i | -3 | -1 | -9 | -4 | 0 | i | -3 | -1.8
O=C(COc1ccc(-n2cnnn2)cc1)N1CCN(c2ccc(F)cc2)CC1
    -3 | i | 5 | -14 | 2 | 1 | 2 | i | 0 | -0.1
Cc1ccc2c(N)c(C(=O)c3ccccc3)sc2n1
    0 | i | -7 | -3 | 6 | -26 | -1 | i | -2 | 0.7
Cc1cc2[nH]c(=S)[nH]c2cc1C
    -4 | i | 9 | 2 | 12 | -1 | 4 | i | 6 | 0.6
CCCC(=O)Nc1nc(C(=O)OCC)cs1
    3 | i | 0 | 0 | 3 | -1 | 1 | i | -1 | -1.1
Oc1ccc(/C=N/N(c2ccccc2)c2ccccc2)cc1O
    -2 | i | -8 | -19 | 11 | 4 | 1 | i | 0 | 6.1
CC(C)Oc1ccc(CNC(=O)Cn2c(=O)oc3ccccc32)cc1
    -1 | i | -16 | 2 | -4 | 6 | 0 | i | 3 | -1.3
O=c1c2c3c(sc2nc2sc(C4CC4)nn12)CCCC3
    5 | i | -7 | 8 | -1 | 6 | 0 | i | -2 | 1.2
Cc1oc2c(c1C(=O)Nc1cccc(C(=O)O)c1)CCCC2
    5 | i | 13 | 10 | 4 | 2 | 0 | i | 2 | -0.8
Cn1c2ccccc2c(=O)c2c(=O)n(C3CCCCCC3)c(C3CCCCC3)nc21
    -5 | + | 97* | 68* | 17 | -7 | 0 | i | 60* | 12
CC(C)(C)c1cc(NC(=O)C2(C)CCN2C(=O)C2(c3ccccc3)CCCC2)no1 (centres undefined)
    -4 | i | nt | 9 | 0 | 0 | -1 | i | 3 | 5.1
Cc1cccc(OCC(=O)Nc2ccc3oc(=O)ccc3c2)c1
    1 | i | -10 | -1 | -8 | -1 | 0 | i | 2 | -1.2
COc1ccc(NS(=O)(=O)/C=C/c2ccccc2)cc1
    3 | i | -9 | 7 | -2 | 1 | 2 | i | -3 | -0.6
O=C(CSc1ncn[nH]1)NCc1ccc2c(c1)OCO2
    4 | i | -2 | -4 | -1 | 1 | 2 | i | 0 | -0.7
CCc1nn(C(C)C(=O)N2CCN(c3ccccc3)CC2)c(=O)c2cc3occc3n12 (centres undefined)
    -5 | i | -6 | 0 | -7 | 4 | -1 | i | 1 | -0.5
Cc1ccc(S(=O)(=O)NC2=NCN(C)CN2)cc1[N+](=O)[O-]
    4 | i | -8 | -1 | 1 | -5 | -2 | i | 0 | -1.4
CCn1nnc2sc3c(c2c1=O)CCC(C)C3 (centres undefined)
    -3 | i | -9 | 1 | 5 | -21 | 3 | i | 0 | 1.3
CCOC(=O)N/N=C/c1ccc(OCCSc2ccc(Cl)cc2)c(OCC)c1
    3 | i | -8 | -2 | -5 | 0 | -1 | i | -3 | 0.7
Cc1ccc(NC(=S)N2CCCC2)cc1Cl
    -5 | i | -2 | 0 | -1 | 1 | -1 | i | 1 | -0.3

(continued)
Results follow in this order: CSN inh | Rpn11 block | Scp1 inh | DNMT1 inh | NadD block | SUMO1 PPI mod | Rin1 Abl inh | Neddyl block | STEP inh | LMPTP inh
O=C(NCC(O)CO)c1ccc2[nH]c3ccccc3c2c1 (centres undefined)
    3 | i | -8 | 2 | 4 | 1 | -2 | nt | 4 | 1.0
COC(=O)c1cc(NC(=O)CC2SCCNC2=O)cc(C(=O)OC)c1 (centres undefined)
    -1 | i | -3 | 0 | 4 | 6 | -1 | i | 3 | -1.9
CCN(Cc1nc2ccccc2c(=O)[nH]1)C(=O)c1cccc(NC(=O)c2cccs2)c1
    -1 | i | -3 | -3 | 0 | 0 | -2 | i | 0 | -0.1
Cc1cc(C(=O)COC(=O)c2n[nH]c3ccccc23)c(C)n1C
    1 | i | -2 | -6 | 7 | -1 | 1 | i | -3 | 0.9

Profiles as entered above:
Profile of O=C(NCC(O)CO)c1ccc2[nH]c3ccccc3c2c1 (centres undefined) = CSN inh = 3; Rpn11 block = i; Scp1 inh = -8; DNMT1 inh = 2; NadD block = 4; SUMO1 PPI mod = 1; Rin1 Abl inh = -2; Neddyl block = nt; STEP inh = 4; LMPTP inh = 1.0
Profile of CCN(Cc1nc2ccccc2c(=O)[nH]1)C(=O)c1cccc(NC(=O)c2cccs2)c1 = CSN inh = -1; Rpn11 block = i; Scp1 inh = -3; DNMT1 inh = -3; NadD block = 0; SUMO1 PPI mod = 0; Rin1 Abl inh = -2; Neddyl block = i; STEP inh = 0; LMPTP inh = -0.1
